Rtt109 Vps75 – inhibitors of C. albicans Rtt109/Vps75 HAT, primary screen, biochemical, ThioGlo CoA-SH fluorescence, plate reader. Histone acetyltransferase RTT109 (Candida albicans (strain SC5314 / ATCC MYA-2876)), …. purified Rtt109/Vps75, 4 h. 330,000 compounds, 0.16% hits. inhibition, % at 34.9 µM;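 active = inhibition of at least 50% in every replicate; inconclusive = best replicate reaches 50% inhibition but some replicates fall short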
Wnt act – Wnt/beta-catenin pathway activators, primary screen, cell-based, plate reader, single point. 300,000 compounds, 1.2% hits. activation, % at 9.35 µM. Wnt/beta-catenin reporter cell assay, activator; in the data active = activation above about 30%, passing the limit was not always enough; inconclusive = no clear call, values can overlap the other calls;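 note: 0% = neutral control wells and 100% = positive control wells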
SR-BI uptake up – activators of SR-BI mediated DiI-HDL uptake, primary screen, ldlA[mSR-BI] CHO cells, DiI fluorescence. 320,000 compounds, 0.096% hits. AID 504775, 2011. 3 h; 100 = double the neutral-control signal. activation, % at 12.5 µM;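 active = mean replicate activation of at least 60% and every replicate at or above 60%; inconclusive = mean or all-replicate condition met, but not both; inactive = mean below 60% and not all replicates reaching 60%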;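 note: 0% = median plate neutral-control signal and 100% = twice that signal; values of inactives mirror those of a sister screen read the other way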
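system = CHO ldlA[mSR-BI] cells, LDL receptor-null, SR-BI overexpressing | medium = Ham's F12 with 0.5% BSA, HEPES 25 mM, pH 7.4 | probe or stimulus = DiI-HDL 10 µg/mL | compound dosing = single-point compound dose | incubation = compound exposure 3 h, 37 °C | technique = DiI fluorescence, bottom read | read-out = cell-associated DiI fluorescence as measure of HDL uptake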
cardiac RTF act – cardiac RTF calcium sensitivity activators, primary screen, biochemical, IANBD-TnC fluorescence, EC20 calcium | Troponin I, cardiac muscle (Homo sapiens) + Troponin T, cardiac muscle (Homo sapiens) + … | IANBD-labeled TnC RTF fluorescence at EC20 calcium; 0% EC20 calcium, 100% full calcium | activation, % at 7.2 µM | 340,000 compounds, 0.24% hits | AID 493008, 2010;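 active = activation above the mean over all tested compounds plus 3 SD, cut at about 30% in these data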;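 note: rise in fluorescence read as greater calcium sensitivity of cardiac thin filaments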
CDK5 inh – inhibitors of human CDK5/p35 kinase, primary screen, biochemical, single concentration; Recombinant CDK5/p35, ADP-Glo luminescence, 60 min; AID 488839, 2010; 330,000 compounds, 0.01% hits; inhibition, % at 10 µM; Cyclin-dependent kinase 5 (Homo sapiens) + Cyclin-dependent kinase 5 activator 1 (Homo …;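 active = highest replicate inhibition of at least 50% and at least 75% of replicates reaching 50%; inconclusive = only one of the two criteria met; inactive = both criteria failed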;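 note: plate controls were DMSO neutral control for no effect and GW8510 at 10 µM for full effect; many of its hits are not listed in these tables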
Target sequence (Q00535 whole entry, looked up): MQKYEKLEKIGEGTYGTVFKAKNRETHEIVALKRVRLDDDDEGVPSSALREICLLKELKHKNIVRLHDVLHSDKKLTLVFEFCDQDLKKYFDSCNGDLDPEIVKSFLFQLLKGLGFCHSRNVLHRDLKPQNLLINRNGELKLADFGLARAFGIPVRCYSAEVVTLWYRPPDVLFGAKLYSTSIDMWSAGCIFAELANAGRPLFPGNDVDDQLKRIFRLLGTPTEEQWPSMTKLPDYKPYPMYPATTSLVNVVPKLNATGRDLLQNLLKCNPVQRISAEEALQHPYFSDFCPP
Target sequence (Q15078 whole entry, looked up): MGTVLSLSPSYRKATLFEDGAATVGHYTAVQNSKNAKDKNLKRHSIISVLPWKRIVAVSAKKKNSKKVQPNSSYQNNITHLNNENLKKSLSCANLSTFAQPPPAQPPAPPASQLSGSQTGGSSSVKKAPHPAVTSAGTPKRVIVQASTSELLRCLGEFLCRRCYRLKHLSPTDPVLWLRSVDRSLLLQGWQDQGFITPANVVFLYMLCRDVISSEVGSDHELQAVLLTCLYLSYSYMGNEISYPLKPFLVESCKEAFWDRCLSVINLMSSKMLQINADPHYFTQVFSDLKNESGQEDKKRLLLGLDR
MITF act – activators of MITF-driven TRPM1 promoter reporter, primary screen, cell-based, SK-MEL-5, luciferase, single point. 300,000 compounds, 0.75% hits. SK-MEL-5 TRPM1-promoter luciferase, 24 h; % of positive control, neutral wells = 0. activation, % at 12.5 µM;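 active = mean activation of at least 80% with every replicate also reaching 80%; inconclusive = mean reaches 80% but some replicate falls short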;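 note: 0% = neutral control wells and 100% = parthenolide positive control wells; values of inactives mirror those of a sister screen read the other way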
dFosB act – activators of delta FosB homodimer, primary screen, biochemical, fluorescence polarization, TAMRA-CDK5 oligo, single point; Protein FosB (Mus musculus), P13346; purified delta FosB; percent of positive-control signal above neutral wells; activation, % at 25 µM; 340,000 compounds, 0.99% hits;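 active = mean activation above about 17%, with every replicate also reaching it, limit read from the data, passing the limit was not always enough; inconclusive = only one of the two conditions met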;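 note: fluorescence polarization rise as delta FosB binds a TAMRA Cdk5 AP-1 oligo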
Target sequence (P13346 whole entry, looked up): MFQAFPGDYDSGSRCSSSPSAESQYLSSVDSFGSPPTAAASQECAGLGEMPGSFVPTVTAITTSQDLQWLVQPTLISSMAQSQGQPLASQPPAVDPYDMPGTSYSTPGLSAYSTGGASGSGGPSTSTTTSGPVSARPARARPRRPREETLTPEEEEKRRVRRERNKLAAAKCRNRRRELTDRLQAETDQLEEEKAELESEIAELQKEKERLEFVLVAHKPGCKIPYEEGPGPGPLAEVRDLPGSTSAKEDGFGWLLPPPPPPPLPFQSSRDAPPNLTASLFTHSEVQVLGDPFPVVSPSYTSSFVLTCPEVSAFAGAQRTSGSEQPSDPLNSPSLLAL
PvdQ inh – P. aeruginosa PvdQ acylase inhibitors, primary screen, biochemical, fluorescence, plate reader and imaging, single point | purified PvdQ acylase | inhibition, % at 10 µM | 340,000 compounds, 0.063% hits; in the data active = inhibition above about 30%, passing the limit was not always enough; inconclusive = no clear call, values can overlap the other calls;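 note: 0% = vehicle neutral wells and 100% = reference inhibitor wells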
SR-BI DiI inh – inhibitors of SR-BI mediated HDL lipid uptake, primary screen, ldlA[mSR-BI] cells, fluorescence, single point. Scavenger receptor class B member 1 (Mus musculus), Q61009. ldlA[mSR-BI] CHO cells, DiI-HDL uptake fluorescence, 3 h. inhibition, % at 12.5 µM. 320,000 compounds, 0.96% hits. AID 488896, 2010;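 active = mean replicate inhibition of at least 70% and a set share of replicates each scoring 70 or more; inconclusive = meets just one of the two criteria; inactive = fails both criteria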;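 note: 0% = median of neutral control wells and 100% = median of positive control wells; values of inactives mirror those of a sister screen read the other way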
HTR5A ag ctr – HTR5A agonists in luminescence cell assay, primary screen, counter-screen for OPRM1-OPRD1 heterodimer agonist project, full-deck HTS. AID 504692, 2011. activation, % at 9.3 µM. 5-hydroxytryptamine receptor 5A (Homo sapiens), P47898. cell-based. 340,000 compounds, 0.61% hits; in the data active = activation mostly above about 9.5%, no sharp cut-off; inactive = mostly below about 7.6%;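 note: 0% = cells with vehicle only and 100% = reference agonist; strong numbers were not always called active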
Numbers without * were called inactive; ? = inconclusive; nt = no result given.

SMILES | Rtt109 Vps75 | Wnt act | SR-BI uptake up | cardiac RTF act | CDK5 inh | MITF act | dFosB act | PvdQ inh | SR-BI DiI inh | HTR5A ag ctr
CCS(=O)(=O)N1CCN(C(=O)CC(C)C)CC1 | 28 | 1 | -9 | 8 | -1.9 | nt | -8 | 6 | 9 | -2
C=CCN1C(=O)c2ccc(C(=O)NCC(=O)Nc3c(C)cc(C)cc3C)cc2C1=O | -1 | 0 | 21 | 0 | -5.6 | 2 | -8 | -14 | -21 | 6
Oc1ccc(Br)cc1-c1cc(-c2ccccc2)n[nH]1 | 4 | nt | -48 | -5 | -0.4 | -1 | 9 | -3 | 48 | 0
O=C(Oc1ccccc1)N1CCCC1 | -1 | 3 | nt | -6 | -0.3 | -1 | -8 | 8 | nt | 7
COc1ccc(NC(=O)c2cc3c(=O)n(C)c4ccccc4c3n2C)cc1Cl | 4 | -1 | nt | -3 | -1.4 | 1 | 2 | -17 | nt | -2
COc1ccc(/C(N)=N/OC(=O)CCCN2C(=O)c3ccccc3C2=O)cc1OC | -9 | -1 | 3 | 0 | 1.7 | -9 | 0 | 7 | -3 | 1
COc1ccc(N2C(=O)Cc3ccccc3C2=O)cc1 | 1 | 0 | 11 | 0 | -1.0 | -4 | -4 | -10 | -11 | 2
CCC(C)NC(=O)c1ccc(C2SCC(=O)N2Cc2ccccc2)cc1 (stereo not given) | -3 | -2 | 4 | -1 | 2.2 | -5 | -3 | -2 | -4 | 3
CCN(CC)CCCN1C=C2C(=O)C(C)(OC(=O)CCc3ccccc3)C(=O)C=C2C=C1c1ccc(C#N)cc1 (stereo not given) | -24 | nt | -7 | 2 | -2.8 | -9 | -7 | 23 | 7 | 1
CCS(=O)(=O)Nc1cccc(-c2cn3c(n2)SCC3)c1 | 7 | -2 | 6 | -3 | 1.5 | -1 | -3 | -13 | -6 | 1
COc1ccc(OC)c(C2C(C(C)=O)=C(O)C(=O)N2CCC(=O)O)c1 (stereo not given) | -22 | -1 | 27 | -1 | -0.8 | 7 | -8 | 1 | -27 | -2
CCS(=O)c1scc(-c2ccc(Cl)cc2)c1C#N (stereo not given) | 7 | 7 | -19 | 4 | 0.9 | 7 | -1 | 2 | 19 | 0
Cc1cc(C)n(Cc2ccc(NC(=O)c3ccc(COc4ccccc4Br)cc3)cc2)n1 | -8 | nt | -48 | 1 | -0.5 | -9 | 1 | -7 | 48 | 1
O=C1NC(=O)C2(CCC(C3CCCCC3)CC2)N1 (stereo not given) | 2 | -2 | ? | 5 | -1.8 | -9 | -7 | -3 | -233 | 4
O=C(CSc1nc2nc(-c3cccs3)cc(C(F)(F)F)c2c(=O)[nH]1)NCc1ccco1 | -133 | -1 | 13 | 9 | -2.5 | 2 | -5 | -9 | -13 | 6
COc1ccc(-c2nc(CSCC(=O)NC3CCCc4ccccc43)c(C)o2)cc1OC (stereo not given) | -2 | -7 | -34 | -6 | 0.8 | nt | -4 | -10 | 34 | -4
CC(C)C(=O)OC1CCS(=O)(=O)c2sccc21 (stereo not given) | -3 | -1 | -5 | 1 | -8.3 | -3 | 3 | -10 | 5 | 0
COc1ccc(N(CC(=O)NC2CCCCC2)C(=O)CNC(=O)c2ccco2)cc1 | -6 | 0 | 6 | -8 | 2.8 | 10 | -2 | 13 | -6 | -15
CC(NC(=O)C1CCC(CNc2c(N3CCCCC3)c(=O)c2=O)CC1)c1ccccc1 (stereo not given) | 19 | -3 | -5 | 11 | 0.0 | 2 | -3 | 7 | 5 | -1
O=C(NCCc1ccccc1)C(c1ccccc1)N(C(=O)c1csnn1)C1CC1 (stereo not given) | -2 | -2 | 18 | -1 | 0.2 | -1 | 8 | 4 | -18 | 1
O=P(COCCOCCOCP(=O)(c1ccccc1)c1ccccc1)(c1ccccc1)c1ccccc1 | 1 | 1 | 15 | -5 | 1.5 | -4 | 1 | -3 | -15 | -4
O=C(CSc1ccc([N+](=O)[O-])cc1)NNC(=O)c1ccccc1F | -1 | -1 | 3 | 0 | -1.8 | 9 | -2 | -11 | -3 | 4
COc1ccccc1NS(=O)(=O)c1cccc(C(=O)OCC(=O)NC2CC2)c1 | 5 | 12 | -15 | 2 | 0.0 | 1 | 5 | -8 | 15 | 0
CCN1CCN(CC(=O)Nc2cc(C)c(C)cc2[N+](=O)[O-])CC1 | 1 | -2 | 15 | -4 | 0.2 | -8 | 5 | -6 | -15 | -3
CN(c1ccccc1)S(=O)(=O)c1cccc(NC(=O)c2cncc(Br)c2)c1 | -2 | -20 | -51 | -1 | 0.0 | 3 | 0 | -3 | 51 | 3
SMILES | Rtt109 Vps75 | Wnt act | SR-BI uptake up | cardiac RTF act | CDK5 inh | MITF act | dFosB act | PvdQ inh | SR-BI DiI inh | HTR5A ag ctr
O=C(NCCc1ccc(F)cc1)Nc1ccc([N+](=O)[O-])cc1 | 4 | 6 | -5 | 1 | 0.3 | 13 | -13 | -12 | 5 | 0
CCCCn1nc(C(=O)Nc2c(C)n(C)n(-c3ccccc3)c2=O)c2ccccc2c1=O | -3 | 1 | 2 | -5 | -1.1 | -4 | -9 | 7 | -2 | 14
O=S(=O)(NCc1ccco1)N1CCOCC1 | -4 | -1 | -4 | 1 | -8.5 | nt | -1 | -8 | 4 | 1
C[C@@H]1CN(C(=O)c2nc3ccc(Cl)cn3c2CNCC[C@@H]2C[C@@H]3C=C[C@H]2C3)C[C@H](C)O1 | nt | nt | 0 | -2 | -1.7 | -14 | -5 | -14 | 0 | 0
COC(=O)c1ccccc1NC(=O)c1ccc(COc2ccc(C)c(C)c2)o1 | 1 | 1 | 12 | 3 | 0.6 | 18 | -3 | -16 | -12 | 3
S=C(Nc1ccccc1)N1CCC(Cc2ccccc2)CC1 | -2 | 0 | -17 | 7 | -0.8 | 6 | -9 | -16 | 17 | 0
CCN(c1ccc(OC)cc1)S(=O)(=O)c1nnc(NC(=O)C(C)C)s1 | 13 | -1 | 3 | -1 | 0.1 | 5 | -2 | 1 | -3 | -2
CCOCCCN(C(=O)c1ccco1)C(C(=O)NC1CCCC1)c1cccc(OC)c1OC (stereo not given) | 3 | nt | 19 | 3 | 2.9 | 3 | 7 | 3 | -19 | 0
O=C(/C=C/c1ccncc1)c1cc(Cl)ccc1O | -2 | -1 | 8 | -2 | 9.3 | -3 | -13 | 7 | -8 | 4
Cc1cc(C(=O)Nc2ccncc2)c2ccccc2n1 | -8 | -4 | 32 | -1 | 0.4 | -17 | -6 | -14 | -32 | 3
CSc1ncccc1C(=O)OCC(=O)c1cc2ccccc2o1 | 6 | nt | -2 | -4 | -1.0 | -14 | -20 | -3 | 2 | -1
O=C(CSc1nnc(-c2ccccn2)n1Cc1ccco1)c1ccccc1 | -2 | -5 | 34 | 1 | 0.5 | 0 | -2 | 1 | -34 | 1
Cn1ccsc1=NC(=O)c1ccc(OC(F)(F)F)cc1 | 10 | 4 | 9 | -7 | 1.6 | 42 | -4 | -7 | -9 | -2
C[C@H](CO)N1C[C@H](C)[C@@H](CN(C)C(=O)Nc2ccccc2)Oc2ccc(NC(=O)NC3CCCCC3)cc2C1=O | 18 | 0 | 6 | 5 | -0.1 | 7 | -5 | -1 | -6 | 4
CN(C)CCCNc1nc(-c2ccccc2)nc2ccccc12 | -19 | 4 | 1 | 6 | -0.1 | -12 | -20 | -14 | -1 | 3
O=C(CNS(=O)(=O)c1ccccc1)N1CCN(Cc2ccccc2)CC1 | 1 | -1 | 4 | -3 | -0.5 | 3 | 4 | -13 | -4 | 13
O=C(CCCc1ccccc1)c1ccc2c(c1)OCCO2 | 0 | -12 | 17 | 1 | 1.0 | -78 | -21 | -5 | -17 | 3
Fc1cccc(-c2oncc2-c2nnnn2-c2ccc(Cl)cc2)c1 | 7 | -4 | -17 | -1 | 2.4 | -3 | -2 | -1 | 17 | -2
COc1cc(OC)cc(OCC(O)Cn2ccnc2)c1 (stereo not given) | nt | nt | 5 | 4 | -3.2 | -8 | -2 | -5 | -5 | 1
COc1ccc(OCC(=O)NCC(c2cccs2)N2CCOCC2)cc1 (stereo not given) | -6 | 1 | -1 | 2 | 1.2 | -4 | 6 | -5 | 1 | 1
CC(C)NC(=S)NC(=O)/C=C/c1ccc(F)cc1 | -6 | 1 | 8 | 6 | -2.6 | 17 | 0 | -8 | -8 | 6
COc1ccccc1NC(=O)c1ccccc1Nc1ccccc1 | 4 | 3 | -38 | -2 | 0.2 | 8 | 2 | -21 | 38 | 3
C=CC[C@@H](CC(=O)N[C@@H](CO)Cc1ccccc1)C(=O)N[C@H](COC(=O)[C@@H](CC=C)Cc1ccc(F)cc1)Cc1c[nH]c2ccccc12 | -4 | 9 | -63 | 3 | -0.8 | -6 | 0 | -15 | 63 | 1
COc1ccccc1CNC(=O)CCCNC(=O)c1ccc(Cl)cc1 | -3 | -2 | nt | -9 | -1.4 | 4 | -5 | 0 | nt | 2
CC1(NC(=O)C23CC4CC(CC(C4)C2)C3)CCS(=O)(=O)C1 (stereo not given) | -7 | nt | 36 | 0 | 1.5 | nt | -5 | -13 | -36 | -4
Cn1nc(-c2ccc(Cl)cc2)nc2c(=O)n(C)c(=O)nc1-2 | 8 | -8 | -18 | nt | nt | nt | nt | -31 | 18 | nt
CCOc1ccc(C(=O)OC2CCCN(C)C2)cc1 (stereo not given) | 2 | 0 | 11 | 6 | 0.1 | 9 | -13 | -14 | -11 | 1
CCSc1nc(=S)cc(C)[nH]1 | 6 | -1 | -8 | 1 | 0.2 | 2 | 2 | -1 | 8 | 2
Oc1ccc(Cl)c2cccnc12 | 0 | -3 | 7 | -2 | -0.7 | -33 | 5 | 3 | -7 | -1
Cc1ccc(C(=O)Nc2cccc(C(=O)O)c2)cc1S(=O)(=O)N1CCCCC1 | -3 | nt | 4 | -2 | -0.7 | -21 | -1 | -18 | -4 | -1

Screening results from PubChem BioAssay.
